# JMJD2A Tudor inh – inhibitors of human JMJD2A Tudor domain. O75164. hit rate 4.4% among 390,000. Potency, µM (top dose mostly 114 µM), for the others: at the top dose activity change, negative = inhibition, most hits filed as inhibitors. AID 504339. AlphaScreen JMJD2A-Tudor / H3K4me3 peptide binding; also: % is scaled to controls: 0 for no effect and ±100 for the full control effect; nearly all actives have a fitted effect of over 50% in size
# BAZ2B block – blocks human BAZ2B; Q9UIF8; hit rate 4.4% among 360,000; AlphaScreen BAZ2B-H3K14Ac peptide displacement; Potency, µM (doses to about 114 µM), for the others: at the highest dose activity change, negative = inhibition, most hits filed as inhibitors; also: % is scaled to controls: 0 for no effect and ±100 for the full control effect; nearly all actives have a fitted effect of over 60% in size
#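 In this displacement format the biotinylated H3(5-23) peptide acetylated at Lys14 serves as ligand at 50 nM, with BAZ2B at 50 nM in PBS pH 7.4 containing 0.01% Tween-20. Donor and acceptor beads are 10 ug/mL final.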
# G9a inh – G9a (human) methyltransferase inhibition; Q96KQ7; G9a H3K9 monomethylation, AlphaScreen, 2 h; Potency, µM (top dose mostly 102 µM), inactives show at the top dose activity, negative = inhibition, hits mostly inhibitors; hit rate 8.8% among 350,000; AID 504332; also: % is scaled to controls: 0 for no effect and ±100 for the full control effect; nearly all actives have a fitted effect of over 75% in size
#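 Enzyme 20 nM + cpd, 15 min RT; add b-H3K9 pep 500 nM / SAM 20 uM; 2 h RT; anti-H3K9me1 Ab 0.5 ug/mL + SA donor / anti-rabbit acceptor beads 20 ug/mL each, 10 min; AlphaScreen read.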
# BLM inh – blocks DNA unwinding by human BLM helicase | P54132 | recombinant BLM DNA unwinding, fluorescence dequenching | Potency, µM (doses to about 56.1 µM), inactives show at the top dose activity change, negative = inhibition, usual class: inhibitors | hit rate 0.2% among 350,000;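 also: plate controls were vehicle for no effect and no enzyme for full effect; nearly all actives have a fitted effect of over 35% in size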
# APEX1 inh – inhibitors of human APE1 endonuclease; recombinant APE1, TAMRA/BHQ-2 abasic DNA cleavage fluorescence; Potency, µM (series often up to 65.8 µM), inactives show at the highest dose activity change, negative = inhibition, most hits filed as inhibitors; AID 2517; hit rate 0.35% among 350,000;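 also: plate controls were vehicle for no effect and reference inhibitor for full effect; nearly all actives have a fitted effect of over 55% in size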
# Target sequence (P27695 whole entry, looked up): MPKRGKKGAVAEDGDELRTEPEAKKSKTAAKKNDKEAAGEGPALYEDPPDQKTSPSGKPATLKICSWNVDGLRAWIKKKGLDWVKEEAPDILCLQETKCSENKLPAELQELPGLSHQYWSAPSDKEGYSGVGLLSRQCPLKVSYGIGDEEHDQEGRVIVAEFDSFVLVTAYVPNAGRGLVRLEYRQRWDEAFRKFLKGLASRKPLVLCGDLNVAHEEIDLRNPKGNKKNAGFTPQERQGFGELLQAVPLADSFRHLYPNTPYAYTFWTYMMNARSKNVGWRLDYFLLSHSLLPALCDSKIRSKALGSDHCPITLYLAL
#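 Measures dequenching upon AP-site incision of a 5'-TAMRA/3'-BHQ-2 THF-containing duplex, 50 nM; human APE1 0.75 nM after 15 min room-temperature exposure to compound; kinetic three-point read at one-minute spacing.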
# POLH inh – inhibitors of human DNA polymerase eta; Potency, µM (titrated, usually from 114 µM), without a hit: top-dose activity change, negative = inhibition, actives largely listed as inhibitors; recombinant Pol eta, fluorescent DNA replication assay; hit rate 1.2% among 390,000; also: % is scaled to controls: 0 for no effect and ±100 for the full control effect
# Target sequence (Q9Y253 whole entry, looked up): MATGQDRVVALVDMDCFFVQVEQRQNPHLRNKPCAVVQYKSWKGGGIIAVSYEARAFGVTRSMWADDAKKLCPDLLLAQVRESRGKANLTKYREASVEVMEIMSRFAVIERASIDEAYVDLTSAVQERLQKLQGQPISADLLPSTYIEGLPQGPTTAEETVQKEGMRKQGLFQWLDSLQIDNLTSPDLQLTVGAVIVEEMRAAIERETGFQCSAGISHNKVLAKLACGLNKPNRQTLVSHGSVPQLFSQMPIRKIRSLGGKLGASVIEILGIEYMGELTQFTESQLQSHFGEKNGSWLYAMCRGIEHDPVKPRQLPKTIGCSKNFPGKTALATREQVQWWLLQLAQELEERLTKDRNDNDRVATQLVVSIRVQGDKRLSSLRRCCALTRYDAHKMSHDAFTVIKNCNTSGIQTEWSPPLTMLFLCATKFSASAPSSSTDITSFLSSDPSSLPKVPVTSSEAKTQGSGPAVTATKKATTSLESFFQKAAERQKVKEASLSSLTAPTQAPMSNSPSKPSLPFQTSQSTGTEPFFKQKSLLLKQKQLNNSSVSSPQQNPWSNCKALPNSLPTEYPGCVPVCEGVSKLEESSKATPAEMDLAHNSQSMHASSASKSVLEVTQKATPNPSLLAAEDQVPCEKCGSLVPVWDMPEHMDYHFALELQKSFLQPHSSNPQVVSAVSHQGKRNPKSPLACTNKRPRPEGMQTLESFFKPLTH
#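 Pol eta at 10 nM preincubated with compounds 15 min at room temperature; reaction started with fluorescent substrate (50 nM final) and read kinetically at 0 and 10 min.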
# Pol kappa inh – DNA polymerase kappa (human) inhibition; purified Pol kappa, fluorescent DNA synthesis assay, 10 min; Potency, µM (highest dose often 107 µM), without a hit: top-dose activity, negative = inhibition, most hits filed as inhibitors; hit rate 0.53% among 400,000; also: % is scaled to controls: 0 for no effect and ±100 for the full control effect
#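 First, compounds were pin-transferred onto 10 nM Pol kappa. After 15 min at room temperature, substrate was added to 50 nM final. Fluorescence was then measured kinetically at 0 and 10 min.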
# Pol beta inh – blocks human DNA polymerase beta activity; hit rate 1.3% among 340,000; P06746; Potency, µM (series often up to 114 µM), for inactives: at the top dose activity change, negative = inhibition, most hits filed as inhibitors; Pol beta primer extension/strand displacement, fluorescence kinetic; also: % is scaled to controls: 0 for no effect and ±100 for the full control effect
#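 Human Pol beta at 10 nM; strand-displacement substrate 50 nM final. Compound exposure 15 min at room temperature before start, reaction 10 min at room temperature.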
# POLI inh – inhibitors of human DNA polymerase iota; Q9UNA4; Pol iota fluorescent replication assay, 10 min; Potency, µM (top dose mostly 115 µM), without a hit: at the highest dose activity, negative = inhibition, most hits filed as inhibitors; hit rate 1% among 390,000; AID 588590
#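 Fluorescent replication assay read twice, at 0 min and 10 min after adding 50 nM (final) substrate. Enzyme (10 nM) and compounds were first incubated 15 min at room temperature; enzyme-free buffer wells were negative controls.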
# Numbers without * were called inactive; ? = inconclusive; · = no result given; & = joins results of further samples; [ ] = another dose, or the depositor's remark. Calls follow the shape of the dose curve; as a rule, active = well fitted curve in the direction sought with a large enough effect; inconclusive = small, poorly fitted or top-dose-only effect, or another doubt; inactive = no such curve, though single readings can be large; an effect the other way counts as inactive or inconclusive. Potency is read from the fitted curve at half-maximal effect.
SMILES,JMJD2A Tudor inh,BAZ2B block,G9a inh,BLM inh,APEX1 inh,POLH inh,Pol kappa inh,Pol beta inh,POLI inh
Cc1cc(C)cc(NC(=O)CCCn2c(=O)c3cccn3c3ccccc32)c1,?,?,-36%[59 µM],1%,·,-21%,-6%,-20%,34%[activator]
COc1cc(C(C(=O)NCC2CCCO2)N(C(=O)Cn2nnc3ccccc32)c2ccc(OC)c(OC)c2)ccc1O (stereo not given),0%,2%,25%[59 µM],-1%,21%[12.4 µM],-17%,4%,6%,46%[activator]
O=C(c1cnn2ccccc12)N1CCN(C2CCCCC2)CC1,-9%,9%,-2%,-10%,3%,-9%,-3%,14%,-5%
Cn1c(SCC(=O)c2ccc3c(c2)OCCO3)nnc1C(F)(F)F,-26%,-32%,56µM*,-1%,-3%,3%,1%,-1%,1%
Cc1ccc(C(C(=O)NC2CCCC2)N(Cc2cccs2)C(=O)CNC(=O)c2cccs2)o1 (stereo not given),-3%,?,?,-4%,-9%,-9%,-6%,2%,11%
COCCCn1c(=N)c(C(=O)NCc2ccco2)cc2c(=O)n3cccc(C)c3nc21,-25%,-3%,-41%[59 µM],43%[activator],·,-6%,?,14%,8%
O=C(O)c1cc(-c2ccc(N3CCOCC3)cc2)nn1-c1ccc(F)cc1,-3%,-9%,-12%[59 µM],3%,-1%,6%,-13%,3%,49%[activator]
Cn1c(N)c(C(=O)COC(=O)C2CCCN2C(=O)c2cccs2)c(=O)n(C)c1=O (stereo not given),-4%[57.1 µM],-13%,?,1%,?,-13%,-6%,-3%,135%[activator]
CN(C)C(=O)CSc1nnc(Cc2ccccc2)n1Cc1ccco1,-2%[57.1 µM],0%,?,-3%,-1%,-8%,-9%,-13%,?
Cn1c(=O)c2sccc2n(Cc2cccc(Br)c2)c1=O,-1%,11%,·,-3%,3%,-3%,-15%,23%,-6%
COc1cc(/C=C(/NC(=O)c2ccc(Cl)cc2Cl)C(=O)O)cc(OC)c1OC,-16%,-1%,4%[59 µM],5%,-3%,-8%,2%,12%,21%
Cc1ccc(N/N=C2/CCCNC2=O)cc1,?,2%,25µM*,-4%,-1%,-4%,-14%,11%,8%
COc1ncc2nc(-c3cccs3)c(=O)n(Cc3cccs3)c2n1,·,·,3%[0.501 µM],-1%,13%,·,0%[60.1 µM],·,·
COc1ccccc1C1CCN(C(=O)c2ccc(Cl)cc2)CC1,1%,-12%,40%,-9%,-20%,-27%,-10%,-1%,16%
O=C(O)C1CSC(c2ccccc2)N1C(=O)c1ccco1 (stereo not given),?,-24%,?,-2%,1%,?,-1%,-3%,?
C=C(C)CNC(=O)CCc1nnc(C2(c3ccc(Cl)cc3)CCC2)o1,-7%,4%,·,-2%,3%,-10%,3%,5%,11%
Cn1nnnc1SCC(=O)Nc1ccc2c(c1)OCO2,-11%,-9%,·,-5%,10%,-17%,7%,?,9%
CCOc1ccc(CNC(=O)NS(=O)(=O)c2ccc(OC)cc2)cc1,-1%,-5%,14%[59 µM],2%,5%,2%,-11%,17%,-1%
CCCCn1nc(NC(=O)c2cccc(Cl)c2)c2cc3ccccc3nc21,-2%,-2%,14%[59 µM],1%,·,-20%,13%,-3%,34%[activator]
CCN(CC)c1cc(C)c2cc(NC(=O)CNC(C)=O)ccc2n1,-1%,-4%,·,-8%,-1%,2%,8%,?,31%[activator]
CCCNC(=O)c1ccccc1NC(=O)CN(c1ccccc1)S(=O)(=O)N(C)C,-6%,4%,4%,-5%,-7%,-11%,-8%,3%,23%
Cc1ccc(OCc2nnc(SCc3nc4ccccc4[nH]3)n2Cc2ccco2)cc1,?,?,14µM*,-11%,-1%,?,-10%,11%,8%
O=C1C=C(NCc2ccncc2)CC(c2ccccc2)C1 (stereo not given),2%,3%,-9%[59 µM],1%,5%,-7%,-1%,13%,1%
CN(NC(=O)c1ccc(Cl)cc1)c1cccc(Cl)n1,-3%,0%,3%[59 µM],1%,-3%,-8%,-16%,37%,10%
Cc1ccc(CN2CCN(C3CCN(C(=O)OC(C)(C)C)CC3)C(=O)C2=O)cc1,-17%,-14%,-8%[59 µM],-4%,·,-7%,-11%[60.1 µM],-9%,-6%
O=C(CC1SC(=Nc2ccc3c(c2)OCCO3)NC1=O)Nc1ccc(F)cc1F (stereo not given),-17%,-2%,-11%,-9%,-1%,2%,-23%,13%,8%
CC(C)c1cc2c(c(O)c1O)[C@@]13CCCC(C)(C)C1CC2OC3=O (stereo not given in full),40µM*,-38%,0.89µM*,-1%,16%,0%,1%,29%,-20%
COc1ccc2oc(C)c(C(=O)Cn3ccnc3)c2c1,-26%[11.4 µM],5%,2%[12.7 µM],3%,28%,-13%,-3%,0%,14%
CCNC(=O)C(=O)NCC1OCCCN1S(=O)(=O)c1ccc(F)cc1C (stereo not given),-8%,-1%,·,0%,10%,-2%,-12%,14%,11%
COc1ccc(OC)c(CN2CCCC(CCC(=O)N(C)CCc3ccccn3)C2)c1 (stereo not given),-12%,-3%,·,2%,-4%,0%,0%,-2%,24%
COCCn1c(=O)[nH]c2cc(C(=O)NCCc3ccc(OC)c(OC)c3)ccc2c1=O,-12%,6%,18%[2.33 µM],-6%,-1%,0%,-6%,3%,-3%
COc1ccccc1NC(=O)CC(NCCN(C)C)C(=O)O (stereo not given),-18%,?,18%,-1%,2%,-9%,-17%,3%,?
COC(C[C@@H]1O[C@@H]1[C@@H](O)[C@@H](C)OCc1ccccc1)OC,-24%,1%,17%[59 µM],0%,3%,-11%,-7%,1%,-21%
COc1ccc(OC)c(-n2cc3c(=O)n(C)c(=O)n(C)c3c2)c1,-21%,?,50µM*,0%,0%,-14%,-14%,0%,4%
CC(=O)O/N=C(\N)c1ccc(-c2csnn2)cc1,-7%,2%,-2%,-2%,-2%,9%,-7%,31%,149%[activator]
CCN(CC)c1ccc(-n2c(C)cc(C=O)c2C)cc1,-7%[11.4 µM],?,45µM*,-1%,9%,-15%,-13%,0%,0%
Cn1c(COc2cccc3cccnc23)nnc1SCC(=O)O,-30%,-2%,·,0%,2%,-13%,-1%,31%,21%
COc1ccnc(CS(=O)c2nc3ccc(OC(F)F)cc3[nH]2)c1OC (stereo not given),·,·,?,4%,?,·,-7%[60.1 µM],·,·
CCOC(=O)c1cc(OC(=O)c2cccc(F)c2)n(-c2ccccc2)n1,?,?,-2%[59 µM],1%,·,-5%,-25%,3%,-21%
CCOC(=O)c1cnc2ccc(C(=O)OC)cc2c1Nc1ccc(C(=O)O)cc1,-22%,?,-5%,-3%,0%,8%,0%,0%,8%
Cc1sc(NC(=O)CSc2nnc(-c3ccccc3)o2)c(C#N)c1C,-3%,-2%,1%,-2%,-5%,0%,-19%,0%,18%
O=C(CCc1nc2ccccc2c(=O)[nH]1)Nc1nc(-c2cccs2)cs1,-19%,2%,45µM*,·,-13%,-15%,2%,·,33%[activator]
CCCCN(C(=O)CCNC(=O)NC12CC3CC(CC(C3)C1)C2)c1c(N)n(CCC)c(=O)[nH]c1=O,-9%,-4%,-27%[12.7 µM],·,57%[activator],-14%,-1%,·,19%
CCC(NC(=O)NCc1ccccc1)(C(F)(F)F)C(F)(F)F,-10%,-4%,27%[59 µM],-1%,3%,-15%,-9%,-1%,-11%
Cc1ccc2c(c1)N(S(=O)(=O)c1ccc3c(c1)NC(=O)CC(=O)N3)CCO2,-8%&-10%,-3%&1%,5%,0%&-1%,22%,-12%&-9%,-15%,0%&0%,22%&23%
COc1ccc(NC(=O)N(C)C[C@H]2Oc3c(NC(=O)NC4CCCCC4)cccc3C(=O)N([C@H](C)CO)C[C@@H]2C)cc1,-23%,·,·,·,-10%,-16%,-8%,·,-11%
COc1ccccc1CCNC(=O)c1ccccc1SCC(=O)N1CCCC1,-7%,1%,20%[12.7 µM],·,23%,-5%,14%,·,25%
CCOC(=O)c1sc(=S)n(-c2ccccc2Cl)c1SC,-18%,42%[activator],31%[59 µM],3%,-7%,-13%,-7%,8%,?

# Continued, starting with the last three of the part before.
SMILES,JMJD2A Tudor inh,BAZ2B block,G9a inh,BLM inh,APEX1 inh,POLH inh,Pol kappa inh,Pol beta inh,POLI inh
COc1ccc(NC(=O)N(C)C[C@H]2Oc3c(NC(=O)NC4CCCCC4)cccc3C(=O)N([C@H](C)CO)C[C@@H]2C)cc1,-23%,·,·,·,-10%,-16%,-8%,·,-11%
COc1ccccc1CCNC(=O)c1ccccc1SCC(=O)N1CCCC1,-7%,1%,20%[12.7 µM],·,23%,-5%,14%,·,25%
CCOC(=O)c1sc(=S)n(-c2ccccc2Cl)c1SC,-18%,42%[activator],31%[59 µM],3%,-7%,-13%,-7%,8%,?
CCc1ccc(NC(=O)CSc2nc(=O)n3cc(C)ccc3n2)cc1,-9%,11%,-29%,·,18%,-12%,-16%,·,23%
CCOC(=O)c1c(NC(=O)c2ccco2)sc(C(=O)N2CCCC2)c1C,-18%,13%,28%[59 µM],-6%,-1%,4%,-1%,2%,18%
C/C(=N\Nc1ccc([N+](=O)[O-])cc1)c1ccc(O)cc1,?,·,?,-7%,-7%,-18%,-8%,-8%,28%
C#Cc1ccc(CN2CCCC(C(=O)Nc3ccccc3Oc3cccnc3)C2)cc1 (stereo not given),-13%,-24%,-14%,1%,68%[activator],-13%,7%,-18%,46%[activator]
CCOC(=O)c1c(NC(=O)/C=C/C(=O)O)sc(C)c1-c1ccc(C(C)(C)C)cc1,?,?,?,-12%,8%,22µM*,-12%,?,?
COc1cccc(NC(=O)Cn2c(=O)oc3cc(S(=O)(=O)N4CCCC4)ccc32)c1,-3%,-15%,9%,-1%,-1%,-16%,2%,?,12%
O=C1c2ccccc2NC(c2ccncc2)N1c1ccccn1 (stereo not given),-7%,-5%,15%,-1%,-11%,3%,-1%,-19%,0%

# Arranged by value in BAZ2B block (low to high): some entries from above.
SMILES,JMJD2A Tudor inh,BAZ2B block,G9a inh,BLM inh,APEX1 inh,POLH inh,Pol kappa inh,Pol beta inh,POLI inh
COc1cccc(NC(=O)Cn2c(=O)oc3cc(S(=O)(=O)N4CCCC4)ccc32)c1,-3%,-15%,9%,-1%,-1%,-16%,2%,?,12%
O=C1c2ccccc2NC(c2ccncc2)N1c1ccccn1 (stereo not given),-7%,-5%,15%,-1%,-11%,3%,-1%,-19%,0%
CCc1ccc(NC(=O)CSc2nc(=O)n3cc(C)ccc3n2)cc1,-9%,11%,-29%,·,18%,-12%,-16%,·,23%

# Screens: PubChem BioAssay, National Center for Advancing Translational Sciences (NCATS)

# These rows are one share of the data; rates above refer to the full screens.
